XBP1 UPR activ: activators of adaptive arm of unfolded protein response (XBP1); CHO-XBP1 luciferase reporter, IRE1-XBP1 UPR activation, luminescence; percent of tunicamycin response, DMSO as zero; activation, % at 20 µM; 330,000 tested, 0.33% active;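 active = versus positive control, 20 µM dose yields 30% or more activation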;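 also: 100% = tunicamycin at 10 µg/mL and 0% = DMSO only wells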
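Material: CHO cell line with stable XBP1 luciferase reporter; schedule: 16-18 h cell attachment at 37 °C, then 6 h compound exposure; signal: glow luminescence from Steady-Glo reagent; medium: serum-containing F12 medium, 10% FBS; benchmarks: tunicamycin 10 µg/mL and vehicle-only wells; read-out: percent activation relative to tunicamycin reference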
Jurkat NFkB inh: lowers PMA/ionomycin-induced NF-kB signal in Jurkat cells; PMA/ionomycin-induced NF-kB luciferase reporter, luminescence; inhibition, % at 4 µM; 330,000 tested, 0.53% active; in the data active = inhibition above about 50%
EBI2 block: antagonists of human EBI2 receptor; P32249; EBI2 beta-arrestin recruitment, luminescence, 7a,25-OHC stimulated; inhibition, % at 5 µM; 360,000 tested, 0.81% active; AID 651636; in the data active = inhibition above about 38%;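 also: enzyme fragment complementation signal reports receptor beta-arrestin coupling in cells; 0% = agonist plus DMSO wells and 100% = wells without agonist; some results beyond the cut were filed as inactive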
Target sequence (P32249 whole entry, looked up, the tested form may be a part): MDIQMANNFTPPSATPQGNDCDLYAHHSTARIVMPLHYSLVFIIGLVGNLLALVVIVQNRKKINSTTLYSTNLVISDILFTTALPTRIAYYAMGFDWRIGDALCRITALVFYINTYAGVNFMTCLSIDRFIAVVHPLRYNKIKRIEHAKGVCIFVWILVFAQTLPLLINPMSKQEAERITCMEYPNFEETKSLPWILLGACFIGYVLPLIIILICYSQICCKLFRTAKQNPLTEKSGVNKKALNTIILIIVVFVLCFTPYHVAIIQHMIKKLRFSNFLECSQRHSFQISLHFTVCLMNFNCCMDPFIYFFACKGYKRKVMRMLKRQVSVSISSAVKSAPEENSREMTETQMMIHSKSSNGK
697 NFkB inh: inhibitors of the PMA/ionomycin-induced NF-kB reporter in 697 B cells. 697 B-cell NF-kB luciferase reporter, 16 h. 330,000 tested, 0.33% active. inhibition, % at 4 µM; in the data active = inhibition above about 35%
CXCR6 inh: inhibitors of human CXCR6 receptor. O00574. CHO-K1 PathHunter CXCR6 beta-arrestin, luminescence. inhibition, % at 20 µM. 360,000 tested, 0.36% active; in the data active = inhibition above about 34%, passing the limit was not always enough;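 also: antagonist mode with CXCL16 agonist at 10 nM final; 0% = 10 nM CXCL16 with DMSO and 100% = unstimulated wells without agonist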
CCR6 antagonist: CCR6 (human) receptor antagonism; CHO-K1 CCR6 PathHunter beta-arrestin, luminescence, CCL20-stimulated; P51684; inhibition, % at 20 µM; 340,000 tested, 0.49% active;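 active = compounds whose inhibition of the agonist-driven luminescence signal at 20 µM reaches about 50%, limit read from the data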;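 also: cells stimulated with CCL20 at 14 nM final; plate controls were DMSO with CCL20 for no effect and DMSO without agonist for full effect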
Target sequence (P51684 whole entry, looked up): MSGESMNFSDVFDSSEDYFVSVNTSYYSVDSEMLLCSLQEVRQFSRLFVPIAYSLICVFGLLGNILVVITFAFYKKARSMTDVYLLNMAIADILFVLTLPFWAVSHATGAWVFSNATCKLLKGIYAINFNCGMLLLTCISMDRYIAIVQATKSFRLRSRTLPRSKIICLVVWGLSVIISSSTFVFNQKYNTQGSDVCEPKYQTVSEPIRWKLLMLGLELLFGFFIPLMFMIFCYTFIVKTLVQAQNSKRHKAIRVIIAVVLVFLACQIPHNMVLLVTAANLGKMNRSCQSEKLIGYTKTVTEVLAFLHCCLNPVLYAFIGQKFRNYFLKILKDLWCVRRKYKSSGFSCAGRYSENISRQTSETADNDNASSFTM
Mdm2-MdmX inh: inhibitors of human Mdm2/MdmX interaction. O15151+Q00987. SaOS-2 split-luciferase Mdm2/MdmX complementation, luminescence. inhibition, % at 8 µM. 330,000 tested, 3% active. AID 485346;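 active = inhibition of at least 50% at 8 µM in the primary screen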
Gli-Sufu antag: blocks Gli-Sufu signaling in a luciferase reporter. 340,000 tested, 0.74% active. Sufu-KO-LIGHT fibroblasts, Gli luciferase reporter luminescence. inhibition, % at 5 µM. AID 588413;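 active = inhibition above about 55%, limit read from the data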;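 also: 0% = DMSO-treated cells and 100% = wells with medium but no cells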
UPR CHOP act: apoptotic UPR (CHOP) activation; AID 449763; CHO-CHOP luciferase reporter, luminescence; percent of tunicamycin response over DMSO baseline; 330,000 tested, 0.34% active; activation, % at 10 µM;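 active = at 10 µM dose, activation of 40% or more, normalized to positive control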;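 also: 100% = tunicamycin at 10 µg/mL and 0% = DMSO alone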
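Assay system: CHO cells with stable CHOP pathway luciferase reporter; Buffer or medium: F12 plus 10% serum; Times: 16-18 h cell attachment, then 6 h compound exposure, 37 °C; Signal: luciferase luminescence; Read-out basis: percent activation relative to tunicamycin control; Control set: tunicamycin high control, DMSO low control.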
* = called active by the depositor; nt = no result given.

Below each compound – XBP1 UPR activ, Jurkat NFkB inh, EBI2 block, 697 NFkB inh, CXCR6 inh, CCR6 antagonist, Mdm2-MdmX inh, Gli-Sufu antag, UPR CHOP act
> OCCOCCNc1ncnc2c1c(-c1ccccc1)cn2-c1ccccc1
→ -2, 3, -5, 15, 13, 23, 26, -2, 2.4
> CCOC(=O)C1CCN(C(=O)c2cccc(S(=O)(=O)Nc3ccc(C)cc3C)c2)CC1
→ -2, 6, 10, -20, 9, 1, -9, 3, -0.5
> N#Cc1ccc(C(=O)Nc2ccc(S(=O)(=O)NC3=NCCCCC3)cc2)cc1
→ -1, 10, -5, -1, -4, 0, 16, -2, -0.8
> COc1cccc(NC(=O)CN(C)C(=O)c2cc(C)on2)c1
→ 4, 4, -11, 14, 3, 5, 3, -2, 3.0
> COCC(=O)N1CCCC(C(=O)c2ccc(-c3ccccc3)c(F)c2)C1 (stereo unspecified)
→ -1, -13, 7, -8, -3, 2, 13, -25, 2.3
> CCOc1cc(/C=N/NC(=O)c2ccc(=O)n(C)c2)ccc1O
→ -2, 7, 1, 5, 6, 8, 8, 1, 0.7
> O=c1[nH]c(CN2CCN(S(=O)(=O)c3ccc4ccccc4c3)CC2)nc2ccccc12
→ 3, 11, 53*, 13, -4, 10, -1, 16, -1.2
> CCN=C(Nc1ccc2c(c1)OCO2)SC1CC(=O)N(c2ccccc2F)C1=O (stereo unspecified)
→ 0, -10, 15, -5, -3, 2, 16, -1, -1.7
> CCOc1ccc(NC(=O)CC2C(=O)N(c3cccc(OC)c3)C(=O)N2CCOC)cc1 (stereo unspecified)
→ -1, -7, -3, 16, -1, -2, -20, -6, -0.2
> CC(=O)Nc1ccc(C(=O)OCC(=O)NCc2cccs2)cc1
→ 1, 2, -9, 6, -2, 9, -2, 3, 0.5
> COc1ccc(CNc2cccc(F)c2)cc1Br
→ -2, -14, 12, 12, -7, 15, 14, -3, 1.0
> O=C(c1ccc(COc2ccc(Cl)cc2)o1)N1N=C(C(F)F)CC1(O)C(F)F (stereo unspecified)
→ -2, 15, -5, -4, 4, 12, 18, -1, -1.0
> CCc1ccc2[nH]c3nc(SCCN4CCOCC4)nnc3c2c1
→ -3, -34, 21, -58, -19, -3, -21, 14, -2.2
> COc1ccc(NC(=O)c2ccc3c(c2)NC(=O)CS3)cc1S(=O)(=O)Nc1ccc(Br)cc1
→ 0, -5, 0, -8, -8, -2, 69*, -3, 2.7
> COc1ccc(CN(C)C(=O)c2cc(S(=O)(=O)N3CCCCCC3)ccc2OC)cc1OC
→ -4, -7, 8, -31, -6, 20, 0, 6, 1.1
> Cc1ccc(Cc2nnc3n(-c4cccc(C)c4)nc(C(=O)c4ccccc4)n3c2=O)cc1
→ -2, -4, 28, 3, 9, 12, 20, 1, 1.8
> C/C(=N\Nc1ccccn1)c1ccc(OC(F)F)cc1
→ 5, -16, 0, -15, -6, -12, 28, -26, 0.9
> O=C(c1ccc(-c2nc3ccccc3s2)s1)N1CCOCC1
→ -9, 0, nt, -98, nt, 7, 50, 10, -8.0
> COc1ccc2c(c1)c(C(=O)CN1CCN(C(=O)c3ccco3)CC1)c(C)n2C
→ -2, -2, -11, 9, 8, -13, 15, 4, -1.9
> Cc1ccc(Cl)cc1Nc1nc(-c2sc(NC(=O)c3cccc(Cl)c3)nc2C)cs1
→ 7, -61, nt, -187, nt, nt, -51, nt, 5.6
> O=[N+]([O-])c1ccc(O)c(C(C#Cc2ccccc2)N2CCOCC2)c1 (stereo unspecified)
→ 4, -7, 9, 13, 0, 15, -13, 4, 2.7
> Cc1ccc2c(c1)c(C)c(C)n2CC(O)CN1CCCCC1C (stereo unspecified)
→ -1, -2, -8, -3, -4, -9, 19, 10, -1.4
> COC(=O)c1[nH]c2ccc(Br)cc2c1NC(=O)CN1CCCc2ccccc21
→ 0, -20, 1, -11, 0, 1, 53*, 6, 0.1
> COc1ccccc1NC(=O)CSc1nnc(-c2ccoc2C)n1C
→ 0, 5, -17, 6, -3, 8, 8, -6, -3.1
> COc1ccc(C(=O)N2CCCCCC2)cc1OC1CCN(C(C)C)CC1
→ -1, 17, 4, 8, 0, 2, -3, 1, 0.0
> CCC(CC)C(=O)Nc1cccc(C(=O)N2CCCC2)c1
→ 0, -13, -13, 3, -2, -9, -10, 5, -0.4
> COC(=O)c1cc2c(ccn2-c2ccc(F)cc2)n1Cc1cccc(OC)c1
→ -2, 2, 41, -13, 2, 9, 13, 3, 3.2
> CC(C)NC(=S)N1CCC(Cc2ccccc2)CC1
→ -2, -11, -10, 1, 4, -7, 15, -6, 3.3
> CC(C)(C)OC(=O)N1CCC[C@H]1C(=O)NCc1ccc(Cl)cc1Cl
→ -2, 0, -1, 1, 2, 10, 9, -7, 0.0
> COC(=O)c1nc(NC(=O)C(C)(C)C)n[nH]1
→ -3, 8, -38, 16, -1, 8, 30, 2, 2.6
> CCOc1cc(/C=N\n2nnnc2N)ccc1O
→ -4, -4, -8, 19, -1, -4, 6, -4, -2.2
> COc1ccc(C(=O)/C=C/c2ccc(OC)c(Cn3nnc4ccccc43)c2)cc1
→ -5, 17, 25, -8, 7, 38, 62*, -2, 2.8
> Cc1nonc1NC(=O)CSc1nnc(-c2ccoc2C)n1C
→ -3, -9, -3, 9, 2, -5, 16, 14, 0.8
> O=C1C2CC=CCC2C(=O)N1c1nc2n(n1)C(c1ccccc1)CC(c1ccccc1)N2 (stereo unspecified)
→ -2, -6, 1, 8, -2, 0, 17, 0, -0.4
> COc1cc(COCC(O)CN2CCCCC2C)cc(OC)c1OC (stereo unspecified)
→ -6, 5, 0, -20, -2, -3, -19, 12, 1.0
> COc1ccc(C(=O)/C=C/c2ccc(OC)c(COc3ccc(F)cc3)c2)cc1
→ -5, 10, 14, 9, 2, -8, 35, 0, 2.4
> Cc1ccc(OCCCCN2CCCCC2)c(Br)c1
→ -3, 0, -2, 12, 4, 10, 1, 6, -0.8
> Cc1ccccc1-n1c(SCc2ccccn2)nc2n[nH]c(C)c2c1=N
→ 4, 15, 9, -25, -8, -15, 26, 12, 13
> CC1=C(C(=O)Nc2ccccc2C)C(c2cccs2)NC(=S)N1 (stereo unspecified)
→ -2, 7, 1, 14, 2, -16, 7, -34, -1.9
> O=C(COC(=O)c1cc(-c2ccccc2)nc2ccccc12)NCC1CCCO1 (stereo unspecified)
→ 0, 3, -6, 7, 0, 5, 13, 3, 1.7
> CC(=O)Nc1ccc(Sc2ccccc2C(=O)O)c(C(=O)O)c1
→ -2, 4, 1, 8, 3, 0, 26, 49, 1.1
> Cc1cc(CSc2ccccc2C(=O)O)on1
→ -3, -4, -11, 1, 0, 11, -17, -3, 0.1
> Cc1[nH]c2ccc(C(=O)N3CCN(c4ccccn4)CC3)cc2c1C
→ -2, -5, 41*, 4, 2, 13, -7, 4, 0.5
> CCC(CC)C(=O)Nc1cccc(C(=O)Nc2nccs2)c1
→ 2, -19, -6, -24, -2, 5, -3, 1, -1.7
> COc1cccc(NC(=O)Nc2cc(C)ccc2OC)c1
→ 0, 3, 6, 12, -2, 9, 12, 12, -0.8
> CC(=O)N1CCc2cc(S(=O)(=O)CCC(=O)NCc3ccc(Cl)cc3)ccc21
→ -7, 5, -6, -8, -3, 29, 9, -11, 2.2
> CCOC(=O)c1ccc(N=Cc2nc3ccccc3n2C)cc1
→ 2, -19, -8, -19, 0, 1, 12, 1, 1.7
> CC(C)(C)n1nc(-c2ccc(Cl)cc2)c2c(N)ncnc21
→ 17, 7, -52, -35, -5, 5, 81*, 0, -1.1
> CSCC[C@H](NC(=O)[C@@H]1Cc2ccccc2CN1)C(=O)NC[C@H]1CC[C@H](C(=O)O)CC1
→ 2, 0, -1, -2, 2, -1, 5, 1, -0.5
> CCCCCn1c(N)c(-c2nc3ccccc3o2)c2c([N+](=O)[O-])nn(CC)c(=O)c21
→ 38*, -23, 12, -5, -4, -5, 33, 5, 16

Other compounds follow:
Below each compound – XBP1 UPR activ, Jurkat NFkB inh, EBI2 block, 697 NFkB inh, CXCR6 inh, CCR6 antagonist, Mdm2-MdmX inh, Gli-Sufu antag, UPR CHOP act
> CC12OC1C1(O)CCCC1=CC2=O (stereo unspecified)
→ 1, -12, nt, -15, nt, nt, -40, nt, 0.1
> O=C(OC1CCCCC1=O)c1cc(Cl)ccc1[N+](=O)[O-] (stereo unspecified)
→ -5, -13, -12, 9, -4, 6, -5, 3, -0.8
> O=S(=O)(c1ccc(NC(=S)NN=C(Cc2ccccc2)Cc2ccccc2)cc1)N1CCOCC1
→ -2, 1, 46*, 0, 0, 8, 2, 3, 1.0
> CC(=O)O[C@H]1CC[C@@]2(C)C(=CC[C@H]3[C@@H]4CC[C@H](C(C)=O)[C@@]4(C)CC[C@@H]32)C1
→ -4, -21, 5, 0, -9, -19, 7, -1, -0.6
> O=C(C1CC(c2ccc(F)cc2)=NO1)N1CCCCC1 (stereo unspecified)
→ -1, -52, -7, -32, 5, -13, -14, -42, 1.7
> Cc1ccc(-n2nc(C)cc2Nc2ncc(Cl)cc2Cl)cc1
→ 10, 2, -2, 0, 7, 17, 26, 1, -0.1
> COc1ccc(S(=O)(=O)N2CCOC2CNC(=O)C(=O)NCc2ccc3c(c2)OCO3)cc1 (stereo unspecified)
→ -2, 5, -2, 15, -16, -9, 8, 5, 0.7
> CN1CCN(Cc2ccc(-c3ccc(Cl)cc3)o2)CC1
→ 0, -30, -1, -24, -5, -3, 34, 5, 1.2
> CCCCc1nc(SCC(=O)Nc2nnc(C(C)C)s2)n[nH]1
→ -4, 7, 3, -5, -9, 9, 0, -7, -1.0
> O=C1c2cccc3cccc(c23)C(=O)N1CCN1CCN(C(=S)Nc2ccccc2)CC1
→ -3, 6, 7, -12, 2, 11, 14, 4, 1.7
> COc1cccc(C(=O)N2CCN(S(C)(=O)=O)CC2)c1
→ -2, 12, -12, 5, 0, -6, 12, -1, 3.0

Three of these compounds in another layout.
SMILES,XBP1 UPR activ,Jurkat NFkB inh,EBI2 block,697 NFkB inh,CXCR6 inh,CCR6 antagonist,Mdm2-MdmX inh,Gli-Sufu antag,UPR CHOP act
CC12OC1C1(O)CCCC1=CC2=O (stereo unspecified),1,-12,nt,-15,nt,nt,-40,nt,0.1
O=C(OC1CCCCC1=O)c1cc(Cl)ccc1[N+](=O)[O-] (stereo unspecified),-5,-13,-12,9,-4,6,-5,3,-0.8
O=S(=O)(c1ccc(NC(=S)NN=C(Cc2ccccc2)Cc2ccccc2)cc1)N1CCOCC1,-2,1,46*,0,0,8,2,3,1.0

Screening results (PubChem BioAssay)
